hIAP act – human IAP activation; activation factor at 10 µM; AID 2524; 330,000 tested, 0.16% active; P09923; purified human IAP, CDP-Star luminescence, 30 min; active compounds read high; 1 = vehicle-only enzyme, 0 = enzyme-free background;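 active = activation factor of the enzyme at least 2-fold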; note: the source names both 10 and 20 µM as test concentration; values of inactives mirror those of a sister screen read the other way
Target sequence (P09923 whole entry, looked up): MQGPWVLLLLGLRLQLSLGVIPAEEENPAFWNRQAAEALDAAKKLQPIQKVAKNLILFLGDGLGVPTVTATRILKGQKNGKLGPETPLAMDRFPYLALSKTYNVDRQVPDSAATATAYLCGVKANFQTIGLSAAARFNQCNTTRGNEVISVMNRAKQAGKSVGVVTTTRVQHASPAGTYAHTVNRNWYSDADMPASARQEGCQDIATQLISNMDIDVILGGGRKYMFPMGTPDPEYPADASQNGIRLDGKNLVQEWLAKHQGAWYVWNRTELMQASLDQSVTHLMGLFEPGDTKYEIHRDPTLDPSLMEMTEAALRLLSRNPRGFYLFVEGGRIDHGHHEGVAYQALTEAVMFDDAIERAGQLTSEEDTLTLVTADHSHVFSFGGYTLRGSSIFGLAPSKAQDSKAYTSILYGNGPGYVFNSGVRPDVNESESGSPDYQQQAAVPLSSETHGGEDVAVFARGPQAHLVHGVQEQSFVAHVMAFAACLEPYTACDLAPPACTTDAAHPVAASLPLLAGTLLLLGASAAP
mIAP inh – blocks mouse intestinal alkaline phosphatase. purified mouse IAP, CDP-Star luminescence, 30 min. inhibition, % at 10 µM. AID 2806. 330,000 tested, 0.2% active;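 active = inhibition of at least 40% at 10 µM in the primary screen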;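 note: plate controls were DMSO with enzyme for no effect and no enzyme wells for full effect; values of inactives mirror those of a sister screen read the other way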
A3G deaminase – inhibitors of human APOBEC3G DNA deaminase | Q9HC16 | recombinant A3G, ssDNA deamination FAM/TAMRA fluorescence | inhibition, % at 20 µM | 330,000 tested, 0.28% active | AID 493012;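 active = inhibition of at least 40% at 20 µM, with no more than 30% in the related APOBEC3A deaminase screen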;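 note: plate controls were DMSO wells with A3G for no effect and wells lacking A3G enzyme for full effect; some compounds called inactive have numbers as strong as hits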
Target sequence (Q9HC16 whole entry, looked up): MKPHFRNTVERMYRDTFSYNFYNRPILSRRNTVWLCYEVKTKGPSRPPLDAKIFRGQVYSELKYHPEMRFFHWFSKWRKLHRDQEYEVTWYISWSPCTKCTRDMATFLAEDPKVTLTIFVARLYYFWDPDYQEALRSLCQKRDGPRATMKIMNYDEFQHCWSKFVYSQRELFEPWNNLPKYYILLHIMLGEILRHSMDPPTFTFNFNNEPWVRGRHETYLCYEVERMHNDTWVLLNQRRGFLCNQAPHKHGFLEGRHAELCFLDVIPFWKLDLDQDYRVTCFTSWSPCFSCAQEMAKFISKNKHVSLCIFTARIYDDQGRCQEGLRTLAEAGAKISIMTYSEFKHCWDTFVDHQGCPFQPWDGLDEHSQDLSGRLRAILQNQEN
beta cell repl – inducers of beta-cell replication in MIN6 cells | 330,000 tested, 0.29% active | MIN6 cells proliferation, ATPlite luminescence, 48 h; cells starved in 0.2% serum; 100% = growth in 10% serum | proliferation, % at 10 µM | AID 2380;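 active = compounds whose signal lies at least 3.5 SD above the mean of all wells on their plate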;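 note: 0% = DMSO-treated cells in low-serum medium and 100% = 10% serum control; some compounds called inactive have numbers as strong as hits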
NR3A LBD binder – NR3A (human) ligand-binding domain modulation. NR3A LBD differential scanning fluorimetry, Tm shift; 0% = protein alone, 100% = glycine-bound protein. Tm shift relative to glycine control, % at 25 µM. 340,000 tested, 2.5% active. AID 1259313;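 active = melting temperature shift of at least 10% of the positive control shift, at one fixed dose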
A3A deaminase – inhibitors of human APOBEC3A DNA deaminase | AID 493011 | 330,000 tested, 0.41% active | inhibition, % at 20 µM | recombinant A3A, FAM/TAMRA ssDNA deamination fluorescence;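 active = at least 40% inhibition at 20 µM here, with at most 30% in a related deaminase screen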;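 note: plate controls were A3A with DMSO for no effect and wells lacking A3A enzyme for full effect; some results filed as inactive read as strong as hits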
MPTP block – inhibitors of mitochondrial permeability transition pore; 360,000 tested, 1.4% active; AID 602449; inhibition, % at 10 µM; isolated mouse mitochondria, Ca2+ swelling absorbance, 30 min;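 active = inhibition of 50% or more, scaled per plate between neutral and stimulator controls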;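 note: 0% = DMSO wells given calcium and 100% = 1 mM EGTA wells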
hIAP inh – human IAP inhibition; purified IAP, CDP-Star luminescence, 30 min; 330,000 tested, 0.12% active; inhibition, % at 10 µM; P09923;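 active = inhibition reaching a set limit with compound at 10 µM in the primary screen, cut at about 35% in these data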;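 note: plate controls were DMSO wells with enzyme for no effect and no-enzyme buffer wells for full effect; values of inactives mirror those of a sister screen read the other way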
mIAP act – mouse IAP activation; 330,000 tested, 0.24% active; activation factor at 10 µM; muIAP, CDP-Star luminescence, 30 min; active compounds read high; 1 = vehicle-only enzyme signal, 0 = enzyme-free wells;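 active = activation factor of at least 2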; note: the source names both 10 and 20 µM as test concentration; values of inactives mirror those of a sister screen read the other way
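Assay system: mouse IAP enzyme / Compound: DMSO-dissolved test compounds / Timing: 30 min, room temperature / Measured by: luminescence from enzymatic CDP-Star hydrolysis / Control set: DMSO-only wells, enzyme-free buffer wells as negative control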
* = called active by the depositor.

SMILES | hIAP act | mIAP inh | A3G deaminase | beta cell repl | NR3A LBD binder | A3A deaminase | MPTP block | hIAP inh | mIAP act
COC(=O)c1cc(OC)c(OC)cc1NC(=O)c1cc(C(C)(C)C)oc1C | 1.09 | -1.2 | -9.4 | -1.1 | -2.5 | -3.6 | 2.3 | -9.4 | 1.01
CCCc1cc2nnc(SCC(=O)N(C)C3CCCCC3)n2c(N)n1 | 1.05 | -6.0 | -5.1 | -3.7 | -2.7 | 4.0 | -1.9 | -4.8 | 1.06
O=C(Nc1ccc2c(c1)CCC2)c1c(F)cccc1Cl | 1.14 | -3.8 | 2.5 | 4.0 | 0.8 | 8.1 | -0.6 | -14.2 | 1.04
COc1ccc(-n2nc3c(c2NC(=O)c2ccc(S(=O)(=O)N4CCOCC4)cc2)CS(=O)(=O)C3)cc1 | 1.17 | -3.1 | 6.9 | -2.1 | 0.6 | 3.6 | -0.6 | -17.1 | 1.03
N#Cc1nc(-c2ccccc2Cl)oc1NCc1ccco1 | 0.767 | -1.5 | 7.0 | -2.8 | -14.2 | 5.3 | 0.9 | 23.3 | 1.01
Cc1cc(N2CCN(C)CC2)nc(N2CCOCC2)n1 | 1.14 | 8.2 | -0.9 | -0.3 | 0.0 | -0.5 | -0.8 | -13.8 | 0.918
COc1cc(Br)c(C2CC(=O)Nc3cc(OC)c(OC)cc32)cc1OC (centres undefined) | 1.03 | 1.2 | -1.7 | 1.4 | -5.2 | -4.2 | 1.0 | -3.5 | 0.988
COC(=O)c1ccc(CC(=O)c2c(C)cc(O)cc2O)o1 | 0.935 | 5.5 | 10.4 | -1.9 | -4.7 | 20.2 | 0.6 | 6.5 | 0.945
Cc1cc(C(F)(F)F)c(C#N)c(SCC(=O)NC2CC2)n1 | 1.06 | 2.9 | -4.4 | -2.5 | 2.7 | -0.2 | -0.5 | -5.8 | 0.971
CCOC(=O)N1CCN(C(c2ccccc2)c2sc3nc(C)nn3c2O)CC1 (centres undefined) | 0.982 | 7.6 | -8.4 | -2.2 | 2.3 | -4.7 | -1.2 | 1.8 | 0.924
CCOC(=O)c1sc2ncnc(N3CCN(c4ccc(OC)cc4)CC3)c2c1C | 0.915 | 16.1 | 2.1 | -3.0 | 1.5 | 1.4 | 3.2 | 8.5 | 0.839
O=S(=O)(Nc1ccc(Cc2ccncc2)cc1)c1ccc(Cl)c(Cl)c1 | 1.09 | 3.5 | -2.2 | -4.5 | -2.0 | -1.3 | 0.4 | -9.5 | 0.965
Cc1ccc(S(=O)(=O)Nc2cccc(C(=O)NCC3CCCO3)c2)cc1F (centres undefined) | 0.995 | -5.6 | -12.0 | -2.0 | 1.1 | 0.3 | -0.2 | 0.5 | 1.06
CN(C)CCCNC(=O)CCC1CCCCC1 | 1.01 | 12.7 | -6.6 | 0.1 | -0.9 | -17.5 | 1.7 | -1.1 | 0.873
COc1ccccc1N1CCN(C(=O)COc2ccc(Cl)cc2Br)CC1 | 1.15 | 3.1 | -1.4 | -3.8 | -9.1 | -13.2 | -0.6 | -15.4 | 0.969
COc1ccc(N(C(=O)c2ccco2)C(C(=O)NC2CCCC2)c2cc(OC)c(OC)c(OC)c2)cc1 (centres undefined) | 0.975 | 8.2 | -10.1 | 4.2 | -3.1 | -2.5 | -1.3 | 2.5 | 0.918
CCn1c(=O)c2ccccc2n2c(SCC(=O)N3CCc4ccccc4C3)nnc12 | 1.37 | 1.6 | -1.4 | -2.0 | -1.9 | -1.9 | 0.7 | -37.2 | 0.984
CCOC(=O)c1c(NC(=O)CC2SC(=NC)N(C)C2=O)sc(C)c1C (centres undefined) | 1.06 | 3.3 | -10.2 | 4.1 | -3.3 | -0.2 | 4.5 | -6.0 | 0.967
Cc1ccc(/C=C/C(=O)OCC(=O)N2CC(=O)Nc3ccccc32)o1 | 0.901 | 5.3 | -3.2 | 1.2 | -2.0 | 2.7 | -2.0 | 9.9 | 0.947
CCOCCCNC(=O)c1ccc2c(c1)ncn2-c1ccc(C)cc1C | 1.08 | -5.5 | -4.6 | 0.9 | -7.1 | -0.6 | 0.2 | -8.1 | 1.05
COc1ccc(C(=O)n2cc(C(=O)c3cc(C)ccc3O)cn2)cc1 | 1.04 | 11.9 | -3.7 | 0.0 | -3.2 | 2.2 | -0.3 | -3.9 | 0.881
CCc1ccc(OCc2ccc(C(=O)OC)o2)cc1 | 0.936 | 6.1 | -5.6 | 2.5 | 0.9 | -1.2 | -0.1 | 6.4 | 0.939
COc1ccc(NC(=S)N(CCN(C)C)Cc2cccs2)cc1 | 0.988 | 1.8 | -11.2 | 0.5 | 0.0 | -7.2 | -2.0 | 1.2 | 0.982
CC(C)CC(CO)N1CCN(C(=O)c2cccc(C(F)(F)F)c2)CCC1=O (centres undefined) | 0.995 | -5.2 | -8.0 | 6.7 | 0.6 | -3.4 | 0.3 | 0.5 | 1.05
O=C(NCCCN1CCOCC1)c1ccc(N2CCCC2)c([N+](=O)[O-])c1 | 0.947 | 13.3 | -3.8 | -0.9 | -0.1 | -1.1 | 0.1 | 5.3 | 0.867
O=C(Nc1nc2ccccc2n1Cc1ccccc1)c1ccco1 | 1.16 | -8.8 | -2.2 | -2.2 | -4.2 | -3.3 | -3.3 | -15.5 | 1.09
CN(C)C(=O)C(OC(=O)c1ccc2c(c1)CCCC2)c1ccccc1 (centres undefined) | 1.05 | 4.2 | -8.7 | -3.1 | -2.5 | -3.6 | -0.5 | -5.0 | 0.958
O=C(c1ccc(NC(=S)NCc2ccc(Cl)cc2)cc1)N1CCCCC1 | 1.14 | -59.1 | -11.6 | -3.8 | -4.4 | -1.9 | 2.8 | -14.1 | 1.59
CCOc1ccc(Cl)cc1CN1CCOCC1 | 1.23 | 0.7 | -9.2 | -0.6 | -0.5 | -5.8 | -0.6 | -23.1 | 0.993
COc1ccc(NS(=O)(=O)c2ccc3oc(SCc4ccc(F)cc4)nc3c2)cc1 | 0.985 | -7.4 | -4.8 | -6.4 | 12.6* | 5.0 | 60.0* | 1.5 | 1.07
Cc1cc(C)n(Cc2ccccc2)c(=O)c1S(=O)(=O)c1ccccc1 | 1.1 | -11.5 | -7.2 | -0.1 | -1.4 | -3.5 | -1.9 | -9.8 | 1.11
O=C(CSC1=NC2(CCCCCC2)N=C1c1ccccc1)Nc1ccc2c(c1)OCCO2 | 0.923 | 17.9 | 8.4 | -6.2 | -6.5 | 1.9 | 1.1 | 7.7 | 0.821
O=C(NCCc1ccccn1)C1CCCN1S(=O)(=O)c1ccc(Cl)cc1 (centres undefined) | 1.05 | 0.8 | 3.8 | -1.0 | 0.6 | 2.1 | -0.1 | -5.5 | 0.992
Cc1ccc2nc(-c3ccccc3)cc(C(=O)Nc3cccnc3)c2c1 | 1.02 | 18.3 | -3.4 | -1.3 | -4.8 | 16.5 | -0.1 | -2.1 | 0.817
O=C(COc1ccc(S(=O)(=O)N2CCOCC2)cc1)NC1CCCC1 | 0.946 | 7.2 | 0.7 | -1.1 | -0.1 | 2.8 | 0.1 | 5.4 | 0.928
COC(CNC(=O)CN1CCN(Cc2ccccc2F)C1=O)OC | 1.04 | -9.6 | 2.7 | 2.3 | 1.2 | -6.5 | -0.3 | -4.5 | 1.1
CCCCCCn1c(CN2CCCCC2CC)nc2c1c(=O)n(C)c(=O)n2C (centres undefined) | 0.89 | -3.3 | -0.8 | -6.6 | -1.2 | -1.1 | -0.6 | 11.0 | 1.03
O=C(Nc1ccc(F)cc1F)C1CCN(C(=O)c2ccc(Br)cc2)CC1 | 0.956 | 2.2 | -4.6 | 0.9 | -0.3 | -1.0 | 1.1 | 4.4 | 0.978
COc1cccc(C(=O)Nc2cc(C(F)(F)F)ccc2Cl)c1 | 0.879 | -1.0 | -6.8 | 0.5 | 2.8 | -4.3 | 1.8 | 12.1 | 1.01
Cc1nc2cc(NC(=O)N(C)c3ccc4ccccc4c3)ccc2o1 | 0.973 | -5.9 | -0.8 | -0.2 | 0.7 | 2.6 | 2.4 | 2.7 | 1.06

Three compounds from above, arranged by their value in mIAP inh, ascending:
Structure | hIAP act | mIAP inh | A3G deaminase | NR3A LBD binder | A3A deaminase | MPTP block | hIAP inh | mIAP act
CCOc1ccc(Cl)cc1CN1CCOCC1 | 1.23 | 0.7 | -9.2 | -0.5 | -5.8 | -0.6 | -23.1 | 0.993
Cc1cc(C(F)(F)F)c(C#N)c(SCC(=O)NC2CC2)n1 | 1.06 | 2.9 | -4.4 | 2.7 | -0.2 | -0.5 | -5.8 | 0.971
COc1ccccc1N1CCN(C(=O)COc2ccc(Cl)cc2Br)CC1 | 1.15 | 3.1 | -1.4 | -9.1 | -13.2 | -0.6 | -15.4 | 0.969

The listing continues.
SMILES | hIAP act | mIAP inh | A3G deaminase | beta cell repl | NR3A LBD binder | A3A deaminase | MPTP block | hIAP inh | mIAP act
CCOc1ccccc1NC(=O)Cn1nnc(-c2ccc(OCC)c(OCC)c2)n1 | 0.916 | -4.2 | 0.8 | -1.7 | -0.4 | 2.6 | 1.8 | 8.4 | 1.04
OCCC1CN(Cc2cccc(-n3cccn3)c2)CCN1Cc1ccccc1 (centres undefined) | 1.08 | 5.5 | -1.5 | 1.9 | 0.8 | 3.3 | 1.3 | -8.5 | 0.945
COc1ccc(N(CC(=O)NC2CCCCCCC2)S(=O)(=O)c2c(C)nn(C)c2C)cc1 | 1.1 | -10.0 | 2.4 | 2.5 | -1.2 | -1.3 | 1.7 | -9.9 | 1.1
Cc1ccccc1-c1nc(CN2CCC(C(=O)NCc3cccs3)CC2)c(C)o1 | 1.06 | -7.6 | 0.0 | 3.0 | 1.6 | 0.3 | 1.4 | -6.0 | 1.08
CCSc1nnc(NC(=O)/C=C/c2ccco2)s1 | 0.956 | 6.0 | -6.2 | 0.6 | -0.9 | 4.1 | -0.3 | 4.4 | 0.94
COc1ccc(CN2CCCC(CNC(=O)c3ccc(F)cc3)C2)c(F)c1 (centres undefined) | 1.07 | -5.0 | -2.0 | -3.3 | -1.4 | 1.1 | 1.2 | -6.8 | 1.05
O=C(O)C1CC=CCC1C(=O)NC1CCCCC1 (centres undefined) | 1.02 | -0.3 | -4.0 | -2.8 | -0.9 | -1.5 | 0.5 | -2.3 | 1
COc1cccc(NC(=O)C2C3CCC4C(CCC32)C4(Cl)Cl)c1 (centres undefined) | 0.944 | -80.8 | -7.6 | -0.2 | -11.1 | -4.4 | 47.9 | 5.6 | 1.81
C/C(=N\NS(=O)(=O)c1ccccc1)c1cc(Cl)cc(Cl)c1O | 1.04 | -4.0 | -4.8 | -4.7 | 5.0 | -0.5 | 61.9* | -3.6 | 1.04
CC(OC(=O)c1ccc(NC(=O)CC#N)cc1)C(=O)Nc1nc(-c2ccccc2)cs1 (centres undefined) | 1.25 | -4.6 | -9.1 | -2.8 | 20.8* | -1.8 | -0.4 | -24.8 | 1.05
Cc1ccc2nc(Nc3nc(C)cc(-c4ccccc4)n3)[nH]c(=O)c2c1 | 1.57 | 10.9 | 21.6 | -3.8 | -1.6 | 17.0 | 1.6 | -57.4 | 0.891
COc1ccc(-c2csc3nc(C)nc(N4CCCCC4)c23)cc1OC | 1.06 | 0.3 | -19.3 | -3.9 | -0.6 | 1.9 | 3.6 | -5.9 | 0.997
CN(C)CCCCOc1ccc(F)cc1 | 1.04 | -6.7 | -10.4 | -2.9 | 1.7 | -4.2 | 0.6 | -4.5 | 1.07
CCOC(=O)C(C)Sc1ncc(-c2ccc(Cl)cc2)cn1 (centres undefined) | 0.969 | 10.9 | 3.5 | -2.5 | 2.0 | -2.4 | -0.2 | 3.1 | 0.891

High-throughput results as filed in PubChem.
